Bioassay records as filed in PubChem.
AID2073 = inhibitors of Mint1-CaV2.2 protein interaction, biochemical, HTRF (AID 2073). 0.19% of 290,000 active. HTRF protein-protein interaction, Mint1-CaV2.2; higher % means a stronger effect. inhibition, % at 20 µM, or IC50 in µM where a hit was titrated; in the data active = inhibition mostly above about 51%, no sharp cut-off; inconclusive = no clear call, values can overlap the other calls; inactive = mostly below about 53%; also: some results filed as inactive read as strong as hits
Myeloid diff 2 = compounds promoting myeloid differentiation | ER-HoxA9 myeloid progenitors, lysozyme-GFP differentiation, flow cytometry | calls only at 10 µM | 1% of 360,000 active | AID 624256;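 active = normalized GFP-positive differentiation at or above the plate's own cutoff, the solvent-only control mean plus 3 SD; inconclusive = no clear call, values can overlap the other calls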;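 also: cells exposed to compound for four days before flow analysis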
Lipid droplet = hepatic lipid droplet formation modulation; AML12 mouse hepatocytes, oleate lipid droplets, BODIPY imaging; inhibition, % at 6.5 µM; 0.4% of 240,000 active;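 active = lipid droplet intensity inhibited by at least 50%, with more than 500 cells counted; inconclusive = wells with under 300 cells, treated as cytotoxic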
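Material – mouse AML12 hepatocyte cell line, fixed after treatment · Compound dosing – one dose, 6.5 µM compound · Times – compound with oleate, overnight · Measured by – Image-based BODIPY and DAPI two-channel analysis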
HIV peptide binding = cell-free HIV fusion peptide-binding blockers – biochemical, uHTS, fluorescence dequenching, primary screen (AID 1986); cell-free peptide binding, fluorescence dequenching, 30 min; higher % means a stronger effect; one-dose inhibition, % at 20 µM; IC50 in µM for titrated hits; 0.3% of 290,000 active; in the data active = inhibition mostly above about 52%, no sharp cut-off; inactive = mostly below about 76%; also: some results filed as inactive read as strong as hits
Siah-1 displacement = Siah-1 peptide-binding antagonists, primary screen, biochemical, fluorescence polarization, rhodamine-plectin, uHTS (AID 1817) | Siah-1 / rhodamine-plectin peptide fluorescence polarization; higher % means a stronger effect | one-dose displacement, % at 20 µM; IC50 in µM for titrated hits | 0.02% of 290,000 active;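 active = displacement of at least 50% at 20 µM, with a fluorescence ratio check between 0.3 and a set limit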;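 also: plate controls were Siah plus tracer with DMSO for no effect and tracer alone without Siah for full effect; strong numbers were not always called active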
Dengue-2 NS5 capping = flavivirus cap methylation enzyme inhibition – biochemical, confirmation dose response, primary screen (AID 588689) | Dengue-2 NS5 methyltransferase capping enzyme assay, biochemical; higher % means a stronger effect | 0.3% of 340,000 active | one-dose inhibition, % at 25 µM; IC50 in µM for titrated hits; in the data active = a potency from the dose series; inconclusive = inhibition above about 29% without an active follow-up result
NOD2 inhibition = NOD2 signaling inhibitors, cell-based, luminescence, uHTS, HEK293 (AID 1566) | HEK293 NOD2/NF-kB luciferase reporter, luminescence; higher % means a stronger effect | one-dose inhibition, % at 4 µM; EC50 in µM for titrated hits | 0.63% of 290,000 active; also: many of its hits are not listed in these tables
XIAP antagonists = small molecules displacing peptide from XIAP – biochemical, IAP family, fluorescence polarization (AID 1018) | XIAP BIR domain, fluorescence polarization peptide displacement; higher % means a stronger effect | displacement, % at 20 µM, or IC50 in µM where a hit was titrated | 0.007% of 200,000 active; in the data active = displacement above about 50%; also: a part of the inactive calls stands beside numbers as strong as those of hits
LYP inhibition = PTPN22 lymphoid phosphatase activity blockers – biochemical, fluorescence intensity, uHTS (AID 1779); one-dose inhibition, % at 11.5 µM; IC50 in µM for titrated hits; 0.054% of 290,000 active; recombinant LYP phosphatase, fluorescence intensity; higher % means a stronger effect;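 also: plate controls were vehicle with enzyme for no effect and no enzyme for full effect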
Lipid droplet cells 6.5 µM = further read-out of Lipid droplet, marked with its call; cell count; measured here: cell count, cytotoxicity flag;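 cells counted across two imaged fields per well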
Dengue-2 NS5 capping pilot replicate = also measured in Dengue-2 NS5 capping; calls as there; inhibition, %; measured here: pilot screen replicate inhibition
Myeloid diff 2 GFP+ MAC1+ % = also measured in Myeloid diff 2; calls as there; GFP+ MAC1+ double positive, %; measured here: differentiation confirmed by MAC1 staining
* hit, by the source's call. Rule as the data show it, unless noted: active = inhibition above about 50%; inactive = the rest.

Results for N#Cc1cn(CCOC(=O)c2cccc(C(F)(F)F)c2)c(=O)[nH]c1=O ?
AID2073: -0.8%; Myeloid diff 2: inactive; Lipid droplet: 1.2; HIV peptide binding: -0.8%; Siah-1 displacement: 1.5%; Dengue-2 NS5 capping: 3.4%; NOD2 inhibition: -55.1%; XIAP antagonists: -5.2%; LYP inhibition: -6.1%; Lipid droplet cells 6.5 µM: 716; Myeloid diff 2 GFP+ MAC1+ %: 0.1

What do the screens show for `Cc1ccc2c(c1)NC(=O)c1cc([N+](=O)[O-])ccc1O2`?
AID2073: 0.6%; Myeloid diff 2: inactive; Lipid droplet: -9.0; HIV peptide binding: 2.5%; Siah-1 displacement: 2.2%; Dengue-2 NS5 capping: -9.5%; NOD2 inhibition: -15.1%; XIAP antagonists: -2.5%; LYP inhibition: -9.5%; Lipid droplet cells 6.5 µM: 700; Myeloid diff 2 GFP+ MAC1+ %: 1.0

Results for CN(C)CCN1C(=O)C(=O)/C(=C(/O)c2ccc(S(=O)(=O)N3CCOCC3)cc2)C1c1ccccc1 (configuration not stated) ?
AID2073: 1.9%; Myeloid diff 2: inactive; HIV peptide binding: -1.4%; Siah-1 displacement: -2.4%; Dengue-2 NS5 capping: -3.5%; NOD2 inhibition: 11.4%; XIAP antagonists: 1.0%; LYP inhibition: 3.0%; Myeloid diff 2 GFP+ MAC1+ %: 5.8

Results for O=C(Nc1cccc(F)c1)c1ccc(-c2ccccc2C(F)(F)F)o1 ?
AID2073: 5.3%; Lipid droplet: -4.6; HIV peptide binding: 2.2%; Siah-1 displacement: 4.5%; NOD2 inhibition: -7.5%; XIAP antagonists: -5.6%; LYP inhibition: -0.8%; Lipid droplet cells 6.5 µM: 748

What do the screens show for `CC(C)(C)NC(=S)Nc1ccc(Nc2ccccc2)cc1`?
AID2073: -32.6%; Myeloid diff 2: inactive; HIV peptide binding: -0.6%; Siah-1 displacement: 1.6%; Dengue-2 NS5 capping: 8.2%; NOD2 inhibition: 13.2%; XIAP antagonists: -5.7%; LYP inhibition: 1.0%; Dengue-2 NS5 capping pilot replicate: 1.8; Myeloid diff 2 GFP+ MAC1+ %: 0.8

How did Cc1cc(Nc2ccc(Cl)cc2)n2nnnc2n1 do in these assays?
AID2073: 4.2%; Myeloid diff 2: inactive; Lipid droplet: -7.5; HIV peptide binding: -2.3%; Siah-1 displacement: 5.4%; Dengue-2 NS5 capping: -9.6%; NOD2 inhibition: -10.3%; XIAP antagonists: -5.2%; LYP inhibition: 1.3%; Lipid droplet cells 6.5 µM: 710; Myeloid diff 2 GFP+ MAC1+ %: 2.3

Results for O=C(NCc1ccccc1)Nc1cc(Cl)ccc1Cl ?
AID2073: 24.7%; Myeloid diff 2: inactive; Lipid droplet: -4.7; HIV peptide binding: 0.8%; Siah-1 displacement: 5.4%; Dengue-2 NS5 capping: -3.1%; NOD2 inhibition: 4.4%; LYP inhibition: -7.2%; Lipid droplet cells 6.5 µM: 682; Myeloid diff 2 GFP+ MAC1+ %: 0.3

What do the screens show for `Cc1oc(-c2cccs2)nc1CN1CCC(c2ccccc2)CC1`?
AID2073: 10.6%; Myeloid diff 2: inactive; Lipid droplet: -12.8; HIV peptide binding: 0.7%; Siah-1 displacement: -1.9%; Dengue-2 NS5 capping: -10.2%; NOD2 inhibition: 7.0%; XIAP antagonists: -4.2%; LYP inhibition: -0.4%; Lipid droplet cells 6.5 µM: 695; Myeloid diff 2 GFP+ MAC1+ %: 0.9

How did N#CC(C#N)=Cc1c(N2CCN(c3ccccc3)CC2)nc2ccccn2c1=O do in these assays?
AID2073: 22.4%; Myeloid diff 2: inactive; HIV peptide binding: 1.9%; Siah-1 displacement: -3.5%; Dengue-2 NS5 capping: -5.9%; NOD2 inhibition: 3.5%; LYP inhibition: 2.9%; Myeloid diff 2 GFP+ MAC1+ %: 0.4

How did CCOc1ccc2nc(CN3CCN(Cc4ccccc4OCC)C(CCO)C3)ccc2c1 (configuration not stated) do in these assays?
AID2073: 12.8%; Myeloid diff 2: inactive; Lipid droplet: -15.4; HIV peptide binding: 1.3%; Siah-1 displacement: 7.8%; Dengue-2 NS5 capping: 3.3%; NOD2 inhibition: 6.5%; LYP inhibition: -11.9%; Lipid droplet cells 6.5 µM: 779; Dengue-2 NS5 capping pilot replicate: -4.8; Myeloid diff 2 GFP+ MAC1+ %: 1.0

Results for Cc1ccc(N(CC(=O)Nc2ccc(F)cc2)S(=O)(=O)N2CCCC2)cc1 ?
AID2073: 30.2%; Myeloid diff 2: inactive; Lipid droplet: -18.8; HIV peptide binding: -0.2%; Siah-1 displacement: 12.3%; Dengue-2 NS5 capping: -5.3%; NOD2 inhibition: 1.7%; XIAP antagonists: -1.1%; LYP inhibition: -2.4%; Lipid droplet cells 6.5 µM: 707; Myeloid diff 2 GFP+ MAC1+ %: 3.3

How did O=C(Nc1ccnn1C1CCN(C(=O)Cc2ccccc2F)CC1)C1CC1 do in these assays?
AID2073: 12.8%; Myeloid diff 2: inactive; Lipid droplet: 0.7; HIV peptide binding: 2.4%; Siah-1 displacement: 2.5%; Dengue-2 NS5 capping: -7.8%; NOD2 inhibition: 1.8%; LYP inhibition: -13.3%; Lipid droplet cells 6.5 µM: 862; Myeloid diff 2 GFP+ MAC1+ %: 5.3

Results for O=C(CNS(=O)(=O)c1cccc2nsnc12)NCCc1ccccc1 ?
AID2073: 5.9%; Myeloid diff 2: inactive; Lipid droplet: 16.5; HIV peptide binding: 2.8%; Siah-1 displacement: 4.4%; Dengue-2 NS5 capping: 5.3%; NOD2 inhibition: 14.2%; LYP inhibition: -3.7%; Lipid droplet cells 6.5 µM: 701; Myeloid diff 2 GFP+ MAC1+ %: 0.5

How did COc1ccc(OC)c(/C=C2\NC(=O)NC2=O)c1 do in these assays?
AID2073: 13.6%; Myeloid diff 2: inactive; Lipid droplet: 5.9; HIV peptide binding: -0.4%; Siah-1 displacement: -0.3%; Dengue-2 NS5 capping: -6.5%; NOD2 inhibition: 34.7%; LYP inhibition: -7.9%; Lipid droplet cells 6.5 µM: 814; Myeloid diff 2 GFP+ MAC1+ %: 0.1

Results for Cc1ccc(N/N=C/c2cccnc2)cc1 ?
AID2073: -17.0%; Myeloid diff 2: inactive; Lipid droplet: 13.1; HIV peptide binding: 2.3%; Siah-1 displacement: 2.0%; Dengue-2 NS5 capping: -1.9%; NOD2 inhibition: -135.3%; XIAP antagonists: -21.6%; LYP inhibition: -3.4%; Lipid droplet cells 6.5 µM: 627; Myeloid diff 2 GFP+ MAC1+ %: 0.6

How did O=C(COC(=O)c1cc(-c2ccco2)nc2ccccc12)NCc1ccccc1 do in these assays?
AID2073: 25.4%; Myeloid diff 2: inactive; Lipid droplet: 10.7; HIV peptide binding: 0.1%; Siah-1 displacement: 23.1%; Dengue-2 NS5 capping: 0.8%; NOD2 inhibition: 5.3%; XIAP antagonists: -2.1%; LYP inhibition: 11.2%; Lipid droplet cells 6.5 µM: 745; Myeloid diff 2 GFP+ MAC1+ %: 0.8

What do the screens show for `COc1ccc(CCN2C(=O)C3CC=C(C)CC3C2=O)cc1OC` (configuration not stated)?
AID2073: 30.4%; Myeloid diff 2: inactive; Lipid droplet: -3.0; HIV peptide binding: -1.0%; Siah-1 displacement: 1.0%; Dengue-2 NS5 capping: 6.4%; NOD2 inhibition: 21.1%; XIAP antagonists: -3.6%; LYP inhibition: -6.5%; Lipid droplet cells 6.5 µM: 745; Myeloid diff 2 GFP+ MAC1+ %: 1.3

Results for COc1cc2c(cc1OC)CN(C(=O)c1cc3ccccc3oc1=O)CC2 ?
AID2073: -8.0%; Myeloid diff 2: inactive; HIV peptide binding: -2.5%; Siah-1 displacement: 3.2%; Dengue-2 NS5 capping: 6.4%; NOD2 inhibition: -6.1%; XIAP antagonists: -1.1%; LYP inhibition: -6.9%; Myeloid diff 2 GFP+ MAC1+ %: 1.3

Results for CCCNC(=O)NC(=O)CSc1nnc(C)n1N ?
AID2073: 0.1%; Lipid droplet: 1.4; HIV peptide binding: 1.6%; Siah-1 displacement: 4.4%; Dengue-2 NS5 capping: -3.4%; NOD2 inhibition: 16.4%; XIAP antagonists: -6.3%; LYP inhibition: -1.9%; Lipid droplet cells 6.5 µM: 741

What do the screens show for `O=C(NC1CCCCC1)C(c1ccncc1)N(C(=O)c1csnn1)c1ccccc1F` (configuration not stated)?
AID2073: -0.6%; Myeloid diff 2: inactive; Lipid droplet: -7.5; HIV peptide binding: -0.8%; Siah-1 displacement: -1.4%; Dengue-2 NS5 capping: 1.6%; NOD2 inhibition: -1.0%; LYP inhibition: -7.2%; Lipid droplet cells 6.5 µM: 770; Myeloid diff 2 GFP+ MAC1+ %: 0.5

Results for S=C(NCCCn1ccnc1)Nc1cccc(Cl)c1 ?
AID2073: 8.7%; Myeloid diff 2: inactive; Lipid droplet: -2.6; HIV peptide binding: 0.4%; Siah-1 displacement: 1.1%; Dengue-2 NS5 capping: -6.1%; NOD2 inhibition: 9.9%; XIAP antagonists: -3.5%; LYP inhibition: -4.9%; Lipid droplet cells 6.5 µM: 692; Myeloid diff 2 GFP+ MAC1+ %: 0.7

How did Cn1c(=O)c2c(SCC(=O)N3CCCCC3)nc(-c3ccccc3F)nc2n(C)c1=O do in these assays?
AID2073: 19.3%; Myeloid diff 2: inconclusive; Lipid droplet: 1.2; HIV peptide binding: 0.9%; Siah-1 displacement: 2.3%; Dengue-2 NS5 capping: -7.1%; NOD2 inhibition: 15.4%; LYP inhibition: -4.5%; Lipid droplet cells 6.5 µM: 768

Results for Nc1ccc(C(=O)O)cc1[N+](=O)[O-] ?
AID2073: -1.0%; Myeloid diff 2: inactive; Lipid droplet: -4.4; HIV peptide binding: -1.5%; Siah-1 displacement: 1.2%; Dengue-2 NS5 capping: -3.0%; NOD2 inhibition: 10.5%; XIAP antagonists: -2.4%; LYP inhibition: 2.0%; Lipid droplet cells 6.5 µM: 682; Myeloid diff 2 GFP+ MAC1+ %: 0.2

How did O=C(NCCN1CCCCC1)/C(=C/c1ccco1)NC(=O)c1ccccc1 do in these assays?
AID2073: 5.8%; Myeloid diff 2: inactive; Lipid droplet: -8.2; HIV peptide binding: -0.2%; Siah-1 displacement: -4.7%; Dengue-2 NS5 capping: -0.9%; NOD2 inhibition: -13.4%; LYP inhibition: -1.4%; Lipid droplet cells 6.5 µM: 822; Myeloid diff 2 GFP+ MAC1+ %: 0.5

Results for Cc1ccc(NC(=O)COCC(=O)Nc2ccc(F)cc2)cc1 ?
AID2073: 2.2%; Myeloid diff 2: inactive; Lipid droplet: 5.0; HIV peptide binding: -0.7%; Siah-1 displacement: 2.3%; Dengue-2 NS5 capping: -5.8%; NOD2 inhibition: -16.0%; LYP inhibition: -4.0%; Lipid droplet cells 6.5 µM: 826; Myeloid diff 2 GFP+ MAC1+ %: 1.0

Not all compounds are listed. The share of hits here may be higher or lower than overall.
